Diaphorase act: compounds boosting diaphorase resazurin reduction – biochemical, uHTS, resorufin fluorescence, counter-screen for diaphorase-coupled primary assays, primary screen; Diaphorase/resazurin coupled assay, 16 min; stronger effect = higher value; 1 = vehicle wells, 0 = NADH-free wells; activation factor at 20 µM; actives 0.005% (n = 190,000); AID 1229, 2008;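 active = diaphorase activity raised at least twofold by the compound at 20 µM; inactive = activation factor below 2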
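System – purified diaphorase enzyme from Clostridium kluyveri · Input – enzyme 0.07 U/mL final · Also added – final NADH 0.114 mM, resazurin 0.1 mM · Measured by – fluorescence of resorufin, 544 nm excitation, 590 nm emission · Timing – 16 min enzyme reaction, ambient temperature · Measure – resorufin increase flagging diaphorase activators or reducers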
TLR4 MyD88 comp: inhibitors of TLR4-MyD88 association in cells, primary screen, cell-based, HeLa CL3-4, BLA complementation, FRET ratio; actives 0.18% (n = 200,000); Toll-like receptor 4 (Homo sapiens) + Myeloid differentiation primary response protein …; inhibition, % at 8.4 µM; HeLa CL3-4 TLR4/MyD88 BLA complementation; in the data active = inhibition above about 25%;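 also: 0% = vehicle and 100% = reference inhibitor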
FLuc inh counter: firefly luciferase enzyme inhibitors, primary screen, artefact control for luciferase-based inhibitor screens, biochemical, luminescence, ATPLite; Luciferin 4-monooxygenase (Photinus pyralis), P08659; 10 min; inhibition, % at 10 µM; actives 1.5% (n = 200,000); AID 1006, 2008;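 active = inhibition above about 50% when tested at 10 µM, limit read from the data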
Target sequence (P08659 whole entry, looked up): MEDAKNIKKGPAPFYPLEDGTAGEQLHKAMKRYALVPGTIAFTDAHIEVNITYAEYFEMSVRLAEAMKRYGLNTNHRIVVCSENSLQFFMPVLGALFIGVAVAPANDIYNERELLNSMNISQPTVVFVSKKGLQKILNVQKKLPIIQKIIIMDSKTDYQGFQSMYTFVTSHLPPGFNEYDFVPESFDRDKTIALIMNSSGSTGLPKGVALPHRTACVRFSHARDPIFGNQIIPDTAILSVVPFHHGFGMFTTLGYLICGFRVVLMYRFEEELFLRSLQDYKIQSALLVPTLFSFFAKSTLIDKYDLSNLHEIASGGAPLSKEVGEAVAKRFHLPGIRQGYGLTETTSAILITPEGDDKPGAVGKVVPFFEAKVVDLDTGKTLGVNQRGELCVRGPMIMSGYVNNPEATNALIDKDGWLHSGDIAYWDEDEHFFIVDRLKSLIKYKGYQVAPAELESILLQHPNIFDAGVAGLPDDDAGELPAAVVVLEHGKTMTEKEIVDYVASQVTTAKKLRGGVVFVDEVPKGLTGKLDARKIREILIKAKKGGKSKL
NF-kB neuron act: activators of NF-kB expression in neurons, primary screen, cell-based, HTS; AID 1239, 2008; actives 1.6% (n = 190,000); human neuronal cells, NF-kB reporter expression; stronger effect = higher value; fold change at 12.5 µM; in the data active = fold change above about 3.3
G6PDH CS: L. mesenteroides G6PDH inhibitors, counter-screen for G6PDH-coupled screening assays, biochemical, Leuconostoc mesenteroides enzyme | inhibition, % at 5 µM | Purified L. mesenteroides G6PDH, diaphorase/resazurin coupled fluorescence, 45 min | actives 0.12% (n = 200,000) | AID 1020, 2008 | glucose-6-phosphate dehydrogenase [Leuconostoc mesenteroides]; in the data active = inhibition above about 50%
FLuc act counter: FLuc activators, initial screening, artefact control for FLuc-dependent activation tests, biochemical, ATPlite luminescence; Luciferin 4-monooxygenase (Photinus pyralis), P08659; 200,000 tested, under 10 active; ATPlite luciferase biochemical, 10 min; 0 = ATP-free wells, 1 = DMSO control; activation factor at 10 µM;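 active = luciferase activation factor, scaled between plate controls, of at least 2 with compound at 10 µM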
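Assay system: Luciferase/luciferin detection reagent, cell-free biochemical luciferase assay / Read-out: luciferase activation / Benchmarks: No-ATP low control, compound-free enzyme-plus-ATP high control / Medium: PBS buffer for ATP / Detection: luminescence measurement of luciferase light output / Schedule: 10 min at ambient temperature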
Diaph inh CS: diaphorase inhibitors and chemical oxidizers, primary screen, counter-screen for diaphorase-coupled primary assays, biochemical, uHTS, resorufin fluorescence; actives 0.69% (n = 190,000); diaphorase resazurin-to-resorufin fluorescence, NADH, 16 min; bacterial (C. kluyveri) enzyme, not human; inhibition, % at 20 µM;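 active = primary screen inhibition at 20 µM above a set limit, cut at about 50% in these data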;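 also: plate controls were DMSO with full reaction for no effect and wells lacking NADH for full effect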
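Test system: Clostridium kluyveri diaphorase enzyme / Quantity: diaphorase at 0.14 U/mL in enzyme working solution / Incubation: 16-min room-temperature incubation before reading / Benchmarks: NADH-free wells as positive control, DMSO-only neutral wells / Signal: resorufin fluorescence 544/590 nm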
APP 5UTR inh: inhibitors of APP translation via 5'UTR reporter, primary screen, APP 5'UTR luciferase, SH-SY5Y cells | SH-SY5Y APP 5'UTR-luciferase reporter, luminescence | inhibition, % at 2 µM | actives 0.82% (n = 190,000) | AID 1285, 2008;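 active = inhibition above a set limit, derived from the sample mean plus 3 SD, cut at about 45% in these data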; also: values of inactives mirror those of a sister screen read the other way
APP 5'UTR act: activators of APP 5'UTR luciferase reporter, primary screen, SH-SY5Y cells. activation, % at 2 µM. actives 1% (n = 190,000). SH-SY5Y APP 5'UTR luciferase reporter, luminescence; zero percent = DMSO vehicle wells. AID 1276, 2008;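 active = activation above a set limit, based on mean plus 3 SD of controls, cut at about 140% in these data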; also: values of inactives mirror those of a sister screen read the other way
STAT1 act: STAT1 signaling activators, primary screen, cell-based, HTS, luciferase reporter; activation (% of control), % at 5.5 µM; NIH 3T3 STAT1-luciferase reporter, IFN-gamma, luminescence; 100% = IFN-gamma alone, no compound; actives 2.6% (n = 200,000);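 active = activation above the screen-wide mean activation plus 3 SD, cut at about 130% in these data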;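 also: raw ratio to IFN-gamma control signal so 100% means no change and 0% no light; values of inactives mirror those of a sister screen read the other way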
An asterisk follows results filed as active; . = not tested or not shown.

The line under a structure holds: Diaphorase act	TLR4 MyD88 comp	FLuc inh counter	NF-kB neuron act	G6PDH CS	FLuc act counter	Diaph inh CS	APP 5UTR inh	APP 5'UTR act	STAT1 act
> COc1ccc(-n2c3c(cc(C(=O)NCc4ccco4)c2=O)C(=O)CC(C)(C)C3)cc1
→ 0.8	-10	-9	1.1	8	1.1	15	12	-12	99
> CCC(C)NS(=O)(=O)c1ccc(OCC(=O)NCc2cccnc2)cc1 (stereo unspecified)
→ 1.1	0	-2	1.2	-2	1	-6	-7	7	98
> CC(=O)c1c(C)n(-c2ccccc2)c2ccc(O)cc12
→ 0.8	-6	-4	0.85	0	1	19	9	-9	90
> CCOC(=O)C1(Cc2ccc(OC)cc2)CCN(C(=O)CN2CCN(CC)CC2)CC1
→ 0.8	-9	-4	1.4	12	1	19	-24	24	107
> O=C(N/N=C/c1ccc(Sc2nc3ccccc3[nH]2)o1)c1ccncc1
→ 0.9	-14	-3	1	-2	1	6	10	-10	90
> Cc1cc(C)n(C2CC(=O)N(c3ccccc3)C2=O)n1 (stereo unspecified)
→ 0.8	-2	-2	1.2	9	1	16	-3	3	105
> CC(C)(C)NC(=O)C(c1ccc(O)cc1)N(C(=O)CCC(=O)Nc1nccs1)c1ccc(F)cc1 (stereo unspecified)
→ 0.9	-10	-4	0.52	1	1	9	-1	1	101
> CCN1CCN(c2cc(SC(C)C)nc(-c3ccc(OC)cc3)n2)CC1
→ 1.1	10	-3	0.8	5	1	-10	14	-14	116
> CC1Oc2ccccc2OC1(O)c1ccc2ccccc2n1 (stereo unspecified)
→ 0.9	3	-11	0.81	12	1.1	11	-10	10	97
> CCOC(=O)CSc1cc(=O)n(C)c2cc(Cl)ccc12
→ 0.9	10	3	1.2	6	1	14	-1	1	96
> COC(=O)c1nc2n(n1)C(c1ccc(OC)c(OC)c1)C(C(=O)OC1CCCCC1)=C(C)N2 (stereo unspecified)
→ 0.7	-3	-1	1.1	-3	1	27	0	0	97
> Cc1ccc2oc3nc(C)c(C(=O)Nc4cccc(C(F)(F)F)c4)cc3c(=O)c2c1
→ 0.9	3	-2	1.6	7	1	6	-3	3	99
> C/C(=N/NC(=O)CN1CCN(Cc2ccccc2Cl)CC1)c1ccncc1
→ 0.7	9	-7	1.2	-24	1.1	28	-11	11	89
> COc1cccc(C(=O)C[n+]2ccccc2/C=N/O)c1
→ 1.1	-9	-4	1.4	-1	1	-11	-9	9	107
> c1ccc2c(c1)CCN(c1nc(CN3CCOCC3)nc3sc4c(c13)CCCC4)C2
→ 0.7	-4	-9	1	-4	1.1	29	5	-5	89
> CCN1CCN(S(=O)(=O)c2ccc(Cl)c(C(=O)Nc3nnc(CC(C)C)s3)c2)CC1
→ 0.9	-10	-11	0.93	8	1.1	10	3	-3	99
> CC(=O)c1c(C)[nH]c(C(=O)OCC(=O)NCCc2ccc(F)cc2)c1C
→ 1	10	-5	0.97	2	1	5	-13	13	93
> CCOC(=O)/C(C(=O)Nc1ccc(Br)cc1)=C1/NC(C)(C)Cc2ccccc21
→ 0.8	-1	-2	1.1	2	1	18	6	-5	105
> O=C(O)c1cc(-c2ccc(O)cc2)nc2ccccc12
→ 0.9	-2	-1	1	-1	1	7	.	.	101
> CC(=O)c1sc(N/N=C2\CC3CC2C(C)C3(C)C)nc1C (stereo unspecified)
→ 0.7	-19	-4	1.9	8	1	25	-57	57	131*
> C=CCNC(=S)N1CCN(CCN=CC2=C(O)CC(c3ccco3)CC2=O)CC1 (stereo unspecified)
→ 0.9	10	-7	1.2	14	1.1	12	-3	3	89
> COC(=O)c1sccc1NC(=S)Nc1cc(C)cc(C)c1
→ 0.9	9	1	1.2	-8	1	13	13	-13	88
> Cc1ccc(NC(=O)CSc2nc(O)cc(=O)n2C)cc1
→ 0.9	5	1	1.3	0	1	10	4	-4	88
> Cc1nnc(SCc2ccccc2Cl)n(N)c1=O
→ 1	3	7	1.3	6	0.9	1	17	-17	99
> O=C(Nc1ccccc1F)c1ccccc1-c1ccccc1
→ 0.9	-7	-3	0.87	3	1	12	9	-9	103
> COc1ccc(OC)c(NC(=O)C2CCN(c3ncccn3)CC2)c1
→ 1	7	0	0.89	0	1	-4	9	-9	100
> CN(/N=C/c1ccc(Br)o1)C1=NS(=O)(=O)c2ccccc21
→ 0.9	-10	-5	1.2	4	1.1	12	7	-7	114
> CCc1nnc(N/N=C/c2ccc(-c3ccc([N+](=O)[O-])cc3)o2)n1N
→ 1.2	-2	3	1.2	-2	1	-20	14	-14	116
> CS(=O)(=O)N(CC(=O)NCc1ccncc1)c1ccc(F)c(Cl)c1
→ 0.9	5	-4	0.92	4	1	6	-8	8	101
> CCOc1ccc(OCC)c(NC(=O)C2CCCN(S(=O)(=O)c3c(C)noc3C)C2)c1 (stereo unspecified)
→ 0.9	-11	-10	1.1	1	1.1	7	9	-9	96

Limited to APP 5UTR inh, STAT1 act and NF-kB neuron act, for some of the entries so far:
| SMILES | APP 5UTR inh | STAT1 act | NF-kB neuron act |
| --- | --- | --- | --- |
| CC1Oc2ccccc2OC1(O)c1ccc2ccccc2n1 (stereo unspecified) | -10 | 97 | 0.81 |
| CCOC(=O)CSc1cc(=O)n(C)c2cc(Cl)ccc12 | -1 | 96 | 1.2 |

(cont.)
The line under a structure holds: Diaphorase act	TLR4 MyD88 comp	FLuc inh counter	NF-kB neuron act	G6PDH CS	FLuc act counter	Diaph inh CS	APP 5UTR inh	APP 5'UTR act	STAT1 act
> CC(=O)C1=C(c2ccccc2)OC(N)=C(C#N)C1c1ccccc1F (stereo unspecified)
→ 1.2	-1	0	1.2	7	1	-16	13	-13	98
> O=C(/C=C/c1cccc([N+](=O)[O-])c1)c1cccs1
→ 0.9	11	0	1.2	-13	1	6	13	-13	98
> CCCCCCCCCC(=O)NNC(=O)c1c(O)c2ccccc2n(CC)c1=O
→ 1.1	6	-5	0.93	11	1.1	-9	-4	4	90
> Nc1[nH]n2c(=O)cc(-c3ccccc3)nc2c1N=Nc1ccc2c(c1)OCO2
→ 0.3	-15	30	1.6	24	0.7	68*	11	-11	98
> CN(Cc1cccc(F)c1)C(=O)c1ccc(S(=O)(=O)C(F)F)cc1
→ 1.1	0	-2	0.82	9	1	-14	-6	7	93
> Fc1ccc2c(c1)[C@H]1OCC[C@H]1[C@@H](c1ccco1)N2
→ 1	-10	-5	1.5	4	1.1	-1	1	-1	103
> COc1ccc(CNc2nc3ccccc3n2CCN2CCOCC2)cc1
→ 0.8	0	-7	1.2	-1	1.1	17	-19	19	95
> CCCCOc1ccc(NC(=O)Cn2c(=O)ccc3c(C)cc(C)nc32)cc1
→ 0.8	1	-7	1	1	1.1	16	0	0	101
> COc1ccc(-n2c(SC3CCOC3=O)nc3ccccc3c2=O)cc1OC (stereo unspecified)
→ 0.9	-2	-8	1	2	1.1	9	-21	21	100
> O=C(NCc1ccccc1)c1cc2ccccc2o1
→ 0.9	-12	7	1.3	3	0.9	10	13	-13	110
> O=C(Nc1cccc(Cl)c1)NC1CCCCC1
→ 0.8	-2	9	1.4	-1	0.9	20	-28	28	128
> COc1ccc(C)cc1NC(=O)CSc1nnc(-c2ccc(Br)cc2)o1
→ 0.9	-4	-4	1.1	8	1	12	-6	6	95
> COC(=O)c1c(NC(=O)c2ccccc2)sc(Cc2ccccc2)c1C
→ 0.8	-6	-8	0.87	-39	1.1	22	0	0	99
> O=C(NCCc1cn2ccccc2n1)c1cc(COc2ccc3ncccc3c2)on1
→ 0.8	4	2	0.38	19	1	20	4	-4	78
> C=CCn1c(COc2ccccc2F)nnc1SCC(=O)NC(=O)NCc1ccco1
→ 0.8	2	-8	1.1	-2	1.1	25	9	-9	98
> Cn1c(/C(C#N)=C/c2cccc(O)c2)nc2ccccc21
→ 1	0	15	2.4	14	0.8	4	-3	3	88
> NS(=O)(=O)c1ccc(NC(=S)NNC(=O)c2cccs2)cc1
→ 0.8	-8	-7	1.1	12	1.1	19	-3	3	104
> CCCCNC(=O)CSc1nnc(-c2ccc(S(=O)(=O)N3CCCC3)cc2)n1C
→ 0.9	9	-6	1.1	1	1.1	5	-14	14	93
> O=C1[C@H]2[C@H](ON3CCCC[C@H]23)C(=O)N1c1cccc(C(F)(F)F)c1
→ 0.9	-6	-4	1.4	8	1	8	2	-2	97
> Cc1nn(C(C)C(=O)O)c(C)c1[N+](=O)[O-] (stereo unspecified)
→ 0.8	2	-6	1.2	11	1.1	16	24	-24	106
> CC(=O)Nc1ccc(C(=O)n2nc(C)cc2C)cc1
→ 1.1	6	-3	1.3	6	1	-6	-8	34	105
> CCOC(=O)C1(Cc2cccc(OC)c2)CCN(Cc2cccn2-c2nccs2)CC1
→ 0.8	-8	-2	0.89	-5	1	22	-11	11	90
> N=c1n(CC(=O)c2ccc([N+](=O)[O-])cc2)c2ccccc2n1Cc1ccc(Cl)cc1
→ 1	9	-7	0.85	-44	1.1	-3	-21	21	107
> Cc1nnc(SCC(=O)NCC2CCCO2)n1-c1ccccc1 (stereo unspecified)
→ 0.9	8	-2	1.1	14	1	14	5	-5	111
> CCCCCC1CCC(c2n[nH]c(=S)n2C)CC1 (stereo unspecified)
→ 1.1	3	-6	1.4	1	1.1	-12	-18	18	96
> COc1ccc2[nH]c(=O)c(CN(CCO)S(=O)(=O)c3c(C)ccc4nsnc34)cc2c1
→ 0.9	-12	-9	0.64	0	1.1	9	-1	1	97
> COc1ccc(N)c2c1C(=O)c1ccccc1C2=O
→ 0.8	-10	23	1.7	12	0.8	24	-26	26	117
> CCc1ccc2[nH]c(=O)c(CN(CCN(C)C)C(=S)NCc3ccco3)cc2c1
→ 1.1	-7	-1	0.86	6	1	-9	23	-23	105
> Cn1c(C(=O)NC2CC2)cc2c(=O)n(C)c3ccccc3c21
→ 0.9	-2	1	0.95	4	1	9	-7	7	97
> COc1ccc(C2=NO[C@@H]3C(=O)N(C4CCCCC4)C(=O)[C@H]23)cc1OC
→ 1	11	-1	1.2	2	1	2	-3	3	98
> CC(C)Cn1c(SCC(=O)N2CCN(C(=O)c3ccco3)CC2)nc2ccccc2c1=O
→ 0.8	5	-5	1.1	-1	1.1	20	17	-17	89
> O=C(Oc1ccc(N(Cc2cccs2)C2=NS(=O)(=O)c3ccccc32)cc1)c1ccccc1Cl
→ 0.8	-2	-7	1	5	1.1	20	4	-4	98
> Cc1nnc2ccc(N3CCN(C(=O)c4ccccc4)CC3)nn12
→ 1	0	-10	1.1	0	1.1	4	14	-14	98
